TROY signal inh: blocks TROY-dependent signaling in reporter cells; 360,000 tested, 0.98% active; AID 1347056; inhibition, % at 10 µM; Q293 LMP1-TROYcd NF-kB luciferase reporter, 4 h;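 active = compounds whose plate-normalised and pattern-corrected inhibition of the luciferase reporter signal at the single screening dose is 50% or more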
NCOA3 inh: inhibitors of human steroid receptor coactivator 3 (SRC3); 360,000 tested, 0.17% active; Q9Y6Q9; AID 588352; HEK293 GAL4-SRC3 luciferase reporter, luminescence; inhibition, % at 3.6 µM;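 active = inhibition above a per-campaign cutoff, the mean of all compounds plus 3 SD, cut at about 60% in these data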;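 note: 0% = DMSO-treated cells and 100% = gossypol-treated cells at 36 µM; higher means less SRC3-driven luciferase light from the GAL4 reporter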
KKLEB cytotox: counter-screen for CF NF-kB inhibitors: cytotoxicity. KKLEB CF airway cells viability, ATPlite luminescence, overnight; active compounds read low; cells stimulated with P. aeruginosa culture filtrate. activity change (cytotoxicity), % at 5 µM. 360,000 tested, 0.36% active;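 active = corrected activity change at or below -50% at 5 µM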
CF NFkB inh: cystic fibrosis NF-kB activation inhibition. KKLEB NF-kB-GFP reporter, PAF-induced, GFP fluorescence overnight. inhibition, % at 5 µM. 360,000 tested, 0.86% active. AID 588850;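 active = at least 50% inhibition at 5 µM, scaled per plate between neutral and stimulator controls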;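 note: PAF is a Pseudomonas aeruginosa culture filtrate used as stimulus; plate controls were PAF-stimulated DMSO wells for no effect and unstimulated DMSO wells for full effect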
C8 TRAIL sens: sensitizes caspase-8 expressing cells to TRAIL. NB7+C8 cells + TRAIL, ATPlite viability luminescence. inhibition (viability loss, TRAIL sensitization), % at 10 µM. 360,000 tested, 1% active. AID 624354;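 active = compounds causing at least 50% loss of cell viability in the single-dose screen, relative to plate controls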
NR2F2 inh: inhibitors of human COUP-TFII (NR2F2). 370,000 tested, 0.7% active. AID 686940. HEK293T NGFI-A luciferase reporter, luminescence. P24468. inhibition, % at 8.6 µM;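 active = inhibition above a per-plate cutoff, mean inhibition of test wells between control levels plus 3 SD, cut at about 38% in these data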;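 note: cells cotransfected with COUP-TFII expression vector driving the NGFI-A reporter; 0% = median of COUP-TF2 test wells and 100% = reporter-only cells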
NCOA1 inh: inhibits human SRC1 coactivator; Q15788; HEK293 GAL4-SRC1 luciferase reporter, luminescence; inhibition, % at 3.6 µM; 360,000 tested, 0.12% active;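 active = inhibition above the campaign mean plus 3 SD, with each screening campaign given its own cutoff, cut at about 60% in these data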;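 note: 0% = DMSO treated cells and 100% = gossypol at 36 µM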
Target sequence (Q15788 whole entry, looked up, the tested form may be a part): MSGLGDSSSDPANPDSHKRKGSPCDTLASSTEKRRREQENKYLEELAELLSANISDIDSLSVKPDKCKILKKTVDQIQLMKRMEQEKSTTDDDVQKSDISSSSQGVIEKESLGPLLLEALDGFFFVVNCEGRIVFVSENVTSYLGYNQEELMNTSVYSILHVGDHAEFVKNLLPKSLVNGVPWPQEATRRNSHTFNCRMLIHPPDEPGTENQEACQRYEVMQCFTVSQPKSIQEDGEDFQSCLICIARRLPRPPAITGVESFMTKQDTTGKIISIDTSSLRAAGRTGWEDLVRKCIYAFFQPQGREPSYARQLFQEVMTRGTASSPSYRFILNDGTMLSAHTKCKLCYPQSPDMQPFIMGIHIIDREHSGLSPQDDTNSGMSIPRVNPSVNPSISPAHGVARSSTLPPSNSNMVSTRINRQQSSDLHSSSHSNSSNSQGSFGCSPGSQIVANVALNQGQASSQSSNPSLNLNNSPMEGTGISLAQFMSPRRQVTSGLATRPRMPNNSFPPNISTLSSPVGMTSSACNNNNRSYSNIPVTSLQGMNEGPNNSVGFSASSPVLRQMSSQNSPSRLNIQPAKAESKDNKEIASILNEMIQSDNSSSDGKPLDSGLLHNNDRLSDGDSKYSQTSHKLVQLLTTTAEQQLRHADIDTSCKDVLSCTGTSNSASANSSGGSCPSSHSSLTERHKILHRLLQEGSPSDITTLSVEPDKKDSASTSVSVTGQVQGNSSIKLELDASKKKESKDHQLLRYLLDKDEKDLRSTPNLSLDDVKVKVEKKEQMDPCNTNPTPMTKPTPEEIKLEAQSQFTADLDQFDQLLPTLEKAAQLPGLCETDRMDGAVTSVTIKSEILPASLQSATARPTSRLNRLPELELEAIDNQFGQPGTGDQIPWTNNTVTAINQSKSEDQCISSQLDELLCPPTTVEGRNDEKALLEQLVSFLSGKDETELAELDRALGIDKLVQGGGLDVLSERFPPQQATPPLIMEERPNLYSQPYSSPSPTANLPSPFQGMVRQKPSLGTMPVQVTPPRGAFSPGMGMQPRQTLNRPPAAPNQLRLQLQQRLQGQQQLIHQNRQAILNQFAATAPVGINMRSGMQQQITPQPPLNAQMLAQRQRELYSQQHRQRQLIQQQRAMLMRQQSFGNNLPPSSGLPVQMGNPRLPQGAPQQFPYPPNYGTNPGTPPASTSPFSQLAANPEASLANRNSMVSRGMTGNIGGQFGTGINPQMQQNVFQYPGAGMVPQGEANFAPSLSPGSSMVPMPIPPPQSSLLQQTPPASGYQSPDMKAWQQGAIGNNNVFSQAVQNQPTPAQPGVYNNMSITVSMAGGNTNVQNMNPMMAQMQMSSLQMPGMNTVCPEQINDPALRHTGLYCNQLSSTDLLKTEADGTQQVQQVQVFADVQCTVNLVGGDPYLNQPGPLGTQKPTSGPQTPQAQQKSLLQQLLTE
EBV LMP1 NFkB: Epstein-Barr LMP1 NF-kappaB reporter inhibition | 350,000 tested, 0.69% active | inhibition, % at 12.5 µM | LMP1-induced NF-kappaB luciferase reporter cells, luminescence; in the data active = inhibition above about 41%;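 note: 0% = neutral control wells and 100% = reference inhibitor control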
TWEAK-Fn14 inh: inhibitors of TWEAK-Fn14 interaction signaling. inhibition, % at 10 µM. 360,000 tested, 2% active. AID 1159606. TWEAK-stimulated Fn14 reporter cells, luciferase luminescence, 8 h; in the data active = inhibition above about 50%
Shn3 3UTR inh: inhibitors of Schnurri-3 3'UTR reporter in osteoblasts. Clone20 osteoblast Shn3 3'UTR firefly luciferase, 24 h. inhibition, % at 12.5 µM. 360,000 tested, 0.52% active. AID 588674;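 active = mean inhibition of at least 75% with every replicate also reaching 75%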;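 note: 0% = median of neutral control wells and 100% = pilot-screen positive control compound; some compounds past the cut are filed as inactive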
NR5A2 inv ag: NR5A2 inverse agonism in reporter assay; O00482; HEK293T StAR-luciferase reporter, LRH-1 transfected, 24 h; inhibition, % at 3.6 µM; 360,000 tested, 0.13% active;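 active = inhibition above the mean inhibition of all tested compounds plus 3 SD, cut at about 73% in these data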;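 note: 0% = DMSO wells and 100% = reporter-only cells lacking LRH-1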
* hit, by the source's call; · = not tested or not shown.

Start of the data: the first 2 compounds, ahead of the listing:
SMILES	TROY signal inh	NCOA3 inh	KKLEB cytotox	CF NFkB inh	C8 TRAIL sens	NR2F2 inh	NCOA1 inh	EBV LMP1 NFkB	TWEAK-Fn14 inh	Shn3 3UTR inh	NR5A2 inv ag
COc1cc(C(=O)OCC(=O)NC2CCCC2)cc(NC(=O)c2ccco2)c1OC	-9	-4	6	-47	-3	16	2	-5	-1	6	18
COc1ccccc1C(=O)C1CCCN(C(=O)c2ccccc2Cl)C1 (stereo not drawn)	-1	-26	4	-4	-24	-7	-5	7	-4	4	11

The whole of this part, from the start:
SMILES	TROY signal inh	NCOA3 inh	KKLEB cytotox	CF NFkB inh	C8 TRAIL sens	NR2F2 inh	NCOA1 inh	EBV LMP1 NFkB	TWEAK-Fn14 inh	Shn3 3UTR inh	NR5A2 inv ag
COc1cc(C(=O)OCC(=O)NC2CCCC2)cc(NC(=O)c2ccco2)c1OC	-9	-4	6	-47	-3	16	2	-5	-1	6	18
COc1ccccc1C(=O)C1CCCN(C(=O)c2ccccc2Cl)C1 (stereo not drawn)	-1	-26	4	-4	-24	-7	-5	7	-4	4	11
CCOc1ccc(OCC)c(NC(=O)C(NS(=O)(=O)c2ccc3c(c2)oc(=O)n3C)C(C)C)c1 (stereo not drawn)	-10	17	3	-2	-1	15	11	0	16	-1	6
Cc1ccc(-c2nc3ccccc3nc2NN)cc1	-56	-69	-1	-9	15	-32	-125	-20	3	-71	-117
Cc1ccc(C2/C(=C(/O)c3ccccc3)C(=O)C(=O)N2CCN2CCOCC2)o1 (stereo not drawn)	8	4	0	9	-7	5	-3	1	5	-14	-7
O=C1CN(C(=O)CSc2nc3ccccc3c(=O)n2CC2CCCO2)c2ccccc2N1 (stereo not drawn)	-27	8	6	-3	-4	17	1	-10	-4	4	-4
O=S(=O)(c1cccc(-c2n[nH]c(=S)o2)c1)N1CCOCC1	7	5	17	-12	1	0	-13	-5	-9	6	14
O=Cc1c(NCCCN2CCCC2=O)c2ccccc2[nH]c1=O	3	-11	8	4	1	9	10	0	0	3	-15
O=C1CCN(Cl)C(=O)N1Cl	-10	·	·	·	-4	-5	·	·	13	·	-13
CC(C)N(C)C1CCN(S(=O)(=O)c2ccc(-c3ccc(=O)[nH]n3)s2)CC1	-14	-2	18	8	-1	2	11	4	-9	-6	1
COc1ccccc1C(=O)Nc1nnc(SCC(=O)NCc2ccco2)s1	3	-72	22	-40	16	·	-139	1	36	-66	-105
Cc1cc(NC(=O)c2c([N+](=O)[O-])cnn2C)no1	1	-17	2	-4	2	-15	-8	-3	-7	-3	-17

Whole records from above. Order of values: TROY signal inh	NCOA3 inh	KKLEB cytotox	CF NFkB inh	C8 TRAIL sens	NR2F2 inh	NCOA1 inh	EBV LMP1 NFkB	TWEAK-Fn14 inh	Shn3 3UTR inh	NR5A2 inv ag
CC(C)N(C)C1CCN(S(=O)(=O)c2ccc(-c3ccc(=O)[nH]n3)s2)CC1 in the list: -14	-2	18	8	-1	2	11	4	-9	-6	1
CCOc1ccc(OCC)c(NC(=O)C(NS(=O)(=O)c2ccc3c(c2)oc(=O)n3C)C(C)C)c1 (stereo not drawn) in the list: -10	17	3	-2	-1	15	11	0	16	-1	6
COc1cc(C(=O)OCC(=O)NC2CCCC2)cc(NC(=O)c2ccco2)c1OC in the list: -9	-4	6	-47	-3	16	2	-5	-1	6	18
O=C1CCN(Cl)C(=O)N1Cl in the list: -10	·	·	·	-4	-5	·	·	13	·	-13
O=S(=O)(c1cccc(-c2n[nH]c(=S)o2)c1)N1CCOCC1 in the list: 7	5	17	-12	1	0	-13	-5	-9	6	14

More entries follow.
SMILES	TROY signal inh	NCOA3 inh	KKLEB cytotox	CF NFkB inh	C8 TRAIL sens	NR2F2 inh	NCOA1 inh	EBV LMP1 NFkB	TWEAK-Fn14 inh	Shn3 3UTR inh	NR5A2 inv ag
Cc1nn(-c2ccccc2)c(N)c1C1(O)C(=O)Nc2ccc([N+](=O)[O-])cc21 (stereo not drawn)	-1	20	4	-7	4	-6	-2	1	-9	5	13
CCN(CC)S(=O)(=O)c1ccc(NC(=O)C(C)N(c2ccccc2)S(C)(=O)=O)cc1 (stereo not drawn)	6	10	0	-3	-6	-13	-5	1	7	14	-6
Cc1ccc(Nc2nc(CSc3nnc(-c4cccnc4)n3-c3ccccc3F)cs2)cc1	30	8	1	10	3	-1	-13	-13	25	-19	3
c1ccc(CCCCN2C(Nc3ccccc3)=NC[C@@H]2Cc2ccccc2)cc1	-19	8	-10	0	23	-9	9	1	-9	4	9
O=C(Cn1c(=O)sc2ccccc21)Nc1ccc2c(c1)OCCO2	-12	-9	4	8	-6	-2	-49	-2	11	-20	19
CN(Cc1ccccc1)C(=O)CC(=O)N(C)Cc1ccccc1	-4	-8	12	4	-16	10	-1	-4	11	12	-6
CC1(C(=O)Nc2ccc(F)c(Cl)c2)Cc2c(-c3ccc(C(N)=O)cc3)ccnc2O1 (stereo not drawn)	1	11	0	-8	8	-2	22	·	-53	20	-7
N#Cc1ccc(NC(=O)Cn2cnc(S(=O)(=O)N3CCCC3)c2)cc1	8	-1	5	1	10	5	-2	-1	11	9	-4
CC1CCN(S(=O)(=O)c2ccc(NC(=O)CCN3C(=O)c4ccccc4C3=O)cc2)CC1	0	-5	1	-8	2	·	16	4	0	8	0
N#CC1=C(N)Oc2cc(O)ccc2C1c1cccs1 (stereo not drawn)	-11	-4	-6	18	-5	-3	-18	2	-17	-14	2
Cc1c(Cl)ccc2sc(N3CCN(C(=O)C4=COCCO4)CC3)nc12	15	15	7	6	-9	16	-1	21	-10	33	-13
COc1ccc(C(=O)NCCn2nc(C)cc2C)cc1OC1CCN(C(C)=O)CC1	-6	13	-1	-23	-30	18	-9	-5	-7	12	12
Nc1nc2n(c1C(=O)c1ccccc1)CCC2	11	7	-5	12	-7	16	23	0	16	15	-7
COc1ccccc1NC(=S)NC(=O)c1c(-c2ccccc2Cl)noc1C	6	13	-2	-20	-2	12	10	-6	3	7	13
Cc1ccc(C2Nc3ccc4ccccc4c3C3=C2C(=O)CC(C)(C)C3)o1 (stereo not drawn)	-68	-59	-10	17	11	·	-103	-6	15	-8	-56
Cc1ccc(C(=O)COc2cc(O)c3c(=O)cc(-c4ccccc4)oc3c2)cc1	-19	2	-44	69*	12	-5	-6	14	-23	19	13
Cc1csc(=Nc2cccnc2)n1CC1CCCCC1	-1	6	10	-19	-10	-21	-11	4	-10	-5	8
CCOC(=O)/C(C#N)=C1/C=Cc2ccccc2N1CC	-2	-2	7	-14	-3	-3	-10	-5	-10	14	-4
CCn1cc(C(=O)NCCOC)c(=O)c2ccc(C)nc21	4	19	8	-4	-1	6	-6	-4	7	6	-28
Cc1csc2nc(O)c(C(=O)NC3CCCCC3C)c(=O)n12 (stereo not drawn)	19	-7	4	-7	29	-9	7	7	-7	16	0
CCOc1cc(/C=N/NC(=O)c2ccccc2OCc2ccc(F)cc2)ccc1O	35	-5	-3	-1	9	17	18	13	-2	19	17
Cc1ccc(NS(=O)(=O)c2ccc3c(c2)NC(=O)CO3)cc1C	-6	21	15	4	-2	-5	13	2	22	20	-5
Cc1ccc(NC(=O)COC(=O)C2CC3C=CC2C3)cc1S(=O)(=O)N1CCCCC1 (stereo not drawn)	26	9	-12	-16	6	4	-3	2	16	2	-8
O=C(NCc1ccccn1)c1cc(S(=O)(=O)N2CCCCC2)ccc1Cl	-8	-15	-8	5	-2	0	-15	-7	15	-16	-8
COc1cc(C(=O)OCCNC(=O)c2cccnc2)cc(OC)c1OC	11	-9	-1	-7	-12	-13	-25	9	-10	6	2
Cc1nc(CNS(=O)(=O)c2ccc3c(c2)CCCC3)cs1	28	-1	10	-3	9	-6	2	11	26	23	16
CCCCC(=O)NC(NC(=O)CCCC)c1ccc(OCC(C)C)c(OC)c1	-6	12	-4	-26	-11	-2	-26	-10	-1	-14	-7
C=CCn1c(SCC(=O)Nc2ccc(C)cc2C)nnc1-c1cccnc1	2	13	-14	0	17	5	-1	-7	-8	-9	-8
O=C1C2CCCCN2C(=O)N1CCCCN1CCN(c2cccc(Br)c2)CC1 (stereo not drawn)	18	8	-19	0	-7	3	-13	4	-1	-12	-11
N=c1oc2ccc([N+](=O)[O-])cc2cc1C(=O)NCc1ccccc1	-9	-7	-10	0	-8	1	-9	1	0	2	2
CCCCN1C(=O)C(=Nc2cccc3cnccc23)c2ccccc21	21	3	-23	25	-1	14	-2	0	0	-17	15
Cc1ccc(-c2nnc(SCC(=O)Nc3sc(C)c(C)c3C#N)n2C)cc1	-20	6	3	-6	6	3	-2	12	12	9	-1
NC(=O)N/N=C/c1cccc(OCc2ccc(F)cc2)c1	-27	-23	4	-40	6	-27	13	5	3	8	32
COc1ccc(CN2CC(C(=O)NCc3cccc(OC)c3)CC2=O)cc1 (stereo not drawn)	-6	19	2	4	-12	-16	-12	-5	-5	1	0
CCOC(=O)N1CCN(S(=O)(=O)CCNC(=O)c2cccc(OC)c2)CC1	2	8	-3	20	8	-7	-1	-8	-8	1	8
Cc1cc(C)n2nc(C(=O)N3CCCC(Nc4ccc(F)c(F)c4)C3)cc2n1 (stereo not drawn)	-1	14	22	-23	-5	11	-8	2	4	-7	4
CCOC(=O)CC(=O)CSc1nccc(-c2cccnc2)n1	9	34	-15	28	-1	14	26	-7	14	11	-5
O=C(Nc1nc2ccccc2c(=O)s1)c1ccc(F)cc1Cl	43	-4	-9	21	-24	-10	-12	6	41	-29	5
O=C(NNc1nc2c(F)cc(F)cc2s1)c1ccccc1	-3	-9	-2	3	-3	8	-8	-5	3	-2	8
Cc1ccc(NC(=O)C(=S)NCc2ccco2)cc1	-16	-63	12	-3	-1	-16	-64	-21	7	-4	-72
Cc1cccc(NC(=S)N=Nc2c(O)n(CN3CCOCC3)c3ccccc23)c1C	-10	22	12	-1	8	27	3	31	50*	22	13
Cc1cc2cc(CNC(=O)NC3CCCCC3)ccc2[nH]1	5	-1	-2	-7	18	2	-3	-6	15	-31	-27
CCOc1ncccc1C(=O)NNC(=O)c1csc(N2CCOCC2)n1	-2	-10	-6	12	-3	-4	-9	-2	-8	-16	-12

Bioassay records deposited in PubChem BioAssay by several laboratories.

Only part of the results is shown; the hit share may differ from the screen's.
